Source: PubChem (National Center for Advancing Translational Sciences (NCATS))
HttQ103 aggreg – mutant huntingtin aggregation inhibition. PC12 HttQ103-GFP aggregates, Acumen cytometry, 40 h. Potency, µM (series often up to 46.1 µM), for inactives: at the top dose activity change, negative = inhibition, most hits filed as inhibitors. 1.1% of 220,000 active. AID 1688; note: potency is the fitted concentration of half-maximal effect; % is set by controls: 0 for no effect and ±100 for the full control effect; nearly all actives have a fitted effect of over 60% in size
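Aggregates are detected as GFP objects 1–25 µm with signal 6 STDEV over background in lysates of induced PC12 cells. These carry Huntingtin exon 1 with 103 glutamines fused to GFP under an ecdysone promoter; compounds titrated.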
IMPase Li cell – IMPase inhibition in cells with lithium potentiation | Potency, µM (highest dose often 59.4 µM), inactives show top-dose activity, negative = IMPase inhibition, hits mostly inhibitors | AID 1457 | 0.35% of 210,000 active | CHO-M1 cells, IP1 TR-FRET (IP-One), carbachol + lithium;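 note: IP1 builds up when IMPase is blocked and the TR-FRET signal falls; potency is the fitted concentration of half-maximal effect; plate controls were basal vehicle for no effect and high inhibitor control for full effect; nearly all actives have a fitted effect of over 50% in size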
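CHO cells stably expressing M1 receptor (2000/well, cultured 16–30 h) treated 30 min at 37C with compound plus low lithium. Cytosolic IP1 by TR-FRET (665/620 ratio and 620 channel) after 10 min lysis; AC50 by Hill fit.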
KinaseGlo FLuc – Kinase-Glo luciferase inhibition (counter-screen). Q27757. Kinase-Glo luciferase, ATP luminescence, 8 min. Potency, µM (top dose mostly 38.3 µM), without a hit: top-dose activity change, negative = inhibition, hits mostly inhibitors. 0.28% of 200,000 active. AID 1379; note: potency is the fitted concentration of half-maximal effect; % is set by controls: 0 for no effect and ±100 for the full control effect; nearly all actives have a fitted effect of over 60% in size
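Kinase-Glo luciferase light output from ATP and luciferin was measured with 10 uM ATP, within the enzyme's linear range. Buffer: 50 mM imidazole pH 7.2, 50 mM KCl, 7 mM MgCl2, 0.01% Tween 20, 0.05% BSA; luminescence read after 8 min at ambient temperature.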
SMN2 splice enh – SMN2 splice variant enhancement. HEK293 SMN2-luciferase splicing reporter, luminescence, 30-36 h. Potency, µM (titrated, usually from 46.1 µM), for the others: top-dose activity change, positive = activation, most hits filed as activators. 2.8% of 210,000 active. AID 1458; note: potency is the fitted concentration of half-maximal effect; % of control where 0% means no effect; nearly all actives have a fitted effect of over 55% in size
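HEK293 cells carry an SMN2 […]–luciferase reporter in which exon 7 inclusion puts luciferase in frame. Cells were plated 10-12 h before compound addition, then incubated 30-36 h at 37C. ONE-Glo luminescence was read; sodium butyrate at 4.5 mM final served as control.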
HTT ATP protect – cytoprotection in Huntington HTT-Q103 PC12 cell model; PC12 HTT-Q103 induced, cytoprotection, ATP luminescence, 40 h; Potency, µM (highest dose often 56.4 µM), without a hit: cytoprotection (ATP increase), hits mostly activators; 0.14% of 230,000 active; AID 1471;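 note: potency is the fitted concentration of half-maximal effect; % of control where 0% means no effect; nearly all actives have a fitted effect of over 45% in size; toxic huntingtin expression switched on by the ecdysone agonist tebufenozide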
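PC12 cells stably carrying ecdysone-inducible Htt exon 1 (Q103)–GFP were induced with 100 nM tebufenozide (final) alongside library compounds in a dose series. Cytoprotection was scored as retained ATP by ATPlite luminescence.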
CBFb-RUNX1 inh – blocks binding between human CBF-beta and RUNX1; AlphaScreen CBFb-His/RUNX1-biotin binding, biochemical; 230,000 tested, under 10 active; Q01196+Q13951; Potency, µM (titrated, usually from 59.8 µM), without a hit: top-dose activity, negative = inhibition, hits mostly inhibitors; note: % of control where 0% means no effect
Target sequence (Q01196 whole entry, looked up): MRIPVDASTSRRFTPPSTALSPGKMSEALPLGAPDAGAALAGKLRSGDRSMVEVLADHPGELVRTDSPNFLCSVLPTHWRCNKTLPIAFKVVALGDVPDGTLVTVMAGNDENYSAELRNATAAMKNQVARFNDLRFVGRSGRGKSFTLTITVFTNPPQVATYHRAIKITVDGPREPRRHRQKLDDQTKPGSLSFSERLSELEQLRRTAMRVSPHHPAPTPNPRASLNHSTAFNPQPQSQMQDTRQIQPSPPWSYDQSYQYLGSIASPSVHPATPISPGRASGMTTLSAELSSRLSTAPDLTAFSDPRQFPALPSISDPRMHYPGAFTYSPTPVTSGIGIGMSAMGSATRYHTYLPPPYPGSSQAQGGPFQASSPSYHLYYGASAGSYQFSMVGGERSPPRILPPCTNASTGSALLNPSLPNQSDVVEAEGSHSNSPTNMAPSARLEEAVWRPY
Target sequence (Q13951 whole entry, looked up): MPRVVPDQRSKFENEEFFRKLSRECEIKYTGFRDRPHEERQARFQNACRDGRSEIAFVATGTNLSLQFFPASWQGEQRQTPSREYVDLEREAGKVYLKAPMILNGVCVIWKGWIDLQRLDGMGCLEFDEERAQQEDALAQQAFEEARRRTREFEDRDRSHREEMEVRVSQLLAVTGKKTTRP
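Room-temperature protein-protein interaction test with 30 nM each of His-tagged CBF-beta and biotinylated RUNX1, 15 min with compound, then 90 min with nickel plus streptavidin beads. Signal read in AlphaScreen mode.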
LMNA splice mod – changes lamin A minigene splicing in HeLa cells; HeLa LMNA splicing GFP/RFP minigene ratio, 48 h; Potency, µM (top dose mostly 46.1 µM), inactives show at the top dose ratio change, negative = inhibition, usual class: inhibitors; 0.01% of 200,000 active; active = well fitted inhibition curve with a large enough effect in the signal ratio, with a control signal flat, not every such curve was filed as active; inconclusive = small, poorly fitted or top-dose-only effect, or effect the other way, or a change in a side signal; the % refers to the signal ratio; note: potency is the fitted concentration of half-maximal effect; % is set by controls: 0 for no effect and ±100 for the full control effect
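S3 HeLa stable clones carrying a lamin A-EGFP splicing minigene plus DsRed2 were seeded at 600 cells/well in Opti-MEM with 2% FBS, pin-dosed and incubated 48 h at 37°C. Acumen cytometry (488 nm) gave the GFP/RFP total-intensity ratio.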
* marks the source's active call; other numbers are inactive results; ? = inconclusive; . = not tested or not shown; & = joins results of further samples; [ ] = remark or other dose. Unless noted, calls come from the whole dose curve; as a rule, active = well fitted curve in the direction sought with a large enough effect; inconclusive = small, poorly fitted or top-dose-only effect, or another doubt; inactive = no such curve, though single readings can be large; an effect the other way counts as inactive or inconclusive. The list is partial, so the mix of outcomes need not match the whole.

SMILES	HttQ103 aggreg	IMPase Li cell	KinaseGlo FLuc	SMN2 splice enh	HTT ATP protect	CBFb-RUNX1 inh	LMNA splice mod
O=c1ccc2cc(O[C@H]3OC(CO)C(O)C(O)C3O)c(O)cc2o1 (stereo not given in full)	.	13µM*	-12%&-2%	-12%&20%	-42%&7%[inhibitor]	6%&3%	.
CCCC(CCC)C(=O)OC[N+](C)(C)CCOC(=O)C(O)(c1ccccc1)C1CCCC1 (stereo not given)	.	35%[activator]	-4%	1%	.	-5%	.
CC1CCSP(=O)(Oc2ccccc2)O1 (stereo not given)	-4%[9.22 µM]	.	.	.	-2%[10 µM]	8%	.
O=C1NC(=O)N(Cc2ccc(F)cc2)C(=O)/C1=C\C=C\c1ccco1	12%[9.22 µM]	.	.	.	3%[10 µM]	?	.
O=C(c1csnn1)N1CCC[C@@]2(CCN(Cc3ccncc3)C2)C1	.	14%	-4%	-13%	23%	.	.
CC(C)Oc1cccc(NC(=O)c2cccn(Cc3ccc4c(c3)OC(F)(F)O4)c2=O)c1	-14%	0%	2%	-12%	-1%[10 µM]	19%	-9%
CN(Cc1ccccc1)C(=C(Cl)Cl)/C(=C1/NCCN1Cc1ccc(Cl)nc1)[N+](=O)[O-]	-8%	5%[38.3 µM]	-9%	4%	-8%	-6%	0%
O=C1C2CCN(CC2)C1Cc1ccc(OCc2ccccc2)cc1 (stereo not given)	-17%	14%	1%	1%	19%[10 µM]	0%	?
CC(=O)NC1[C@H]([C@H](O)[C@H](O)CO)OC(C(=O)O)=C[C@H]1N=C(N)N (stereo not given in full)	2%	.	.	.	12%	.	?
BrC(Br)Br	.	8%	.	3%	-7%	11%[21.7 µM]	.
COc1ccc(S(=O)(=O)NC(CC(=O)N2CCC3(CC2)OCCO3)C(C)C)cc1 (stereo not given)	-5%	-2%[38.3 µM]	-4%	-7%	0%	3%	7%
CC1=CC2/C=C(\C)CCC(O)C(O)/C=C/C(=O)C23C(=O)NC(CC(C)C)C3C1C (stereo not given)	?	12%	.	.	?	8%	.
CCC1C(C)=NN=C(c2ccc(OC)c(OC)c2)c2cc(OC)c(OC)cc21 (stereo not given)	-6%	.	.	.	-51%[inhibitor]	3%	.
O=c1c(O)c(-c2ccc(O)c(O)c2)oc2cc(O)cc(O)c12	-26%	30%&42%&-19%&-16%&24%&53%&31%&16%	0%	-20%	?	?	?
O=C(COc1ccccc1)Nc1ccc(Cl)cc1C(=O)c1ccccc1	-6%	10%	-1%	-18%	-7%[1.9 µM]	1%	-12%
CCC1(CC)C(=O)N(Cc2ccccc2)C(=O)N(Cc2ccccc2)C1=O	-23%	7%[38.3 µM]	-5%	-4%	16%	14%	-6%
CC(C)C/C(=N/O)c1cn(C)c2ccccc12	-26%	-2%	0%	-23%	-23%	3%	4%[46 µM]
CSc1ccc(C(=O)C2CCCN(Cc3cnc(SC)nc3)C2)cc1 (stereo not given)	8%[9.22 µM]	32%[activator]	-3%	.	7%[10 µM]	-9%	?
CC(C)c1oc(=O)cc2c1[C@@H](O)[C@H]1OC(=O)[C@@]3(C)CC[C@@H](O)[C@@]2(C)C13 (stereo not given in full)	?	0%	3%	-104%[inhibitor]	.	1%[2.36 µM]	?
O=C1NC(=O)N(c2ccccc2F)C(=O)/C1=C/c1ccc(Sc2nc3ccccc3[nH]2)o1	-3%	?	-28%	3%[1.84 µM]	18%[10 µM]	?	-12%
COc1ccccc1N1CCN(Cc2ccc(Cl)cc2Cl)CC1	6%	25%[38.3 µM]	-6%	3%	22%[10 µM]	2%	-11%
CCCCCCCCCCCCCCCC[N+](C)(C)C	?	27%	-5%	-31%[inhibitor]	-76%[inhibitor]	-3%	?
Cc1nc2ccccc2c(=O)n1-c1ccc(C(=O)O)cc1	-4%[9.22 µM]	.	.	.	5%[10 µM]	6%	-1%[46 µM]
CCCCC[C@@H](/C=C/C=C\CCCCCCCCCC(=O)O)OO	.	12%	0%	3%	.	?	.
CC(C)NCC(O)COc1cccc2[nH]ccc12 (stereo not given)	-5%	17%&6%&20%	0%&-4%	30%&6%&13%	-9%&-7%	1%&-6%&14%&15%	?

Some of the entries above in a different format:
Each structure is followed by: HttQ103 aggreg, IMPase Li cell, KinaseGlo FLuc, SMN2 splice enh, HTT ATP protect, CBFb-RUNX1 inh, LMNA splice mod
- O=C(COc1ccccc1)Nc1ccc(Cl)cc1C(=O)c1ccccc1
  -6%, 10%, -1%, -18%, -7%[1.9 µM], 1%, -12%
- CCC1(CC)C(=O)N(Cc2ccccc2)C(=O)N(Cc2ccccc2)C1=O
  -23%, 7%[38.3 µM], -5%, -4%, 16%, 14%, -6%
- CC(C)C/C(=N/O)c1cn(C)c2ccccc12
  -26%, -2%, 0%, -23%, -23%, 3%, 4%[46 µM]
- CSc1ccc(C(=O)C2CCCN(Cc3cnc(SC)nc3)C2)cc1 (stereo not given)
  8%[9.22 µM], 32%[activator], -3%, ., 7%[10 µM], -9%, ?

New compounds follow
SMILES	HttQ103 aggreg	IMPase Li cell	KinaseGlo FLuc	SMN2 splice enh	HTT ATP protect	CBFb-RUNX1 inh	LMNA splice mod
O=Cc1ccc2c(c1)OCO2	.	-19%	.	-1%	1%	2%[21.7 µM]	.
c1ccc(C2NCc3ccccc3-n3cccc32)cc1 (stereo not given)	-4%	31%[38.3 µM]	0%	?	-8%	-3%	-9%
Cc1ccnc2c1NC(=O)c1cccnc1N2C1CC1	15%&-10%	-4%[38.3 µM]	0%	-18%&-12%	-5%[0.074 µM]	3%	?
CCc1ccc(CNCCc2ccccc2F)cc1	5%	7%	-3%	3%	3%[0.074 µM]	-5%	-1%
C/C(CCc1c[nH]c2ccccc12)=N\O	6%	-4%[38.3 µM]	-3%	-2%	-30%[0.074 µM]	-1%	6%
COc1ccccc1N1C(=O)NC(=O)C2(Cc3cc(C)ccc3N(C)C2)C1=O (stereo not given)	15%	-1%[38.3 µM]	2%	-10%	-4%	2%	?
CNP(=O)(Oc1ccccc1)OC12CC3CC(CC(C3)C1)C2 (stereo not given)	8%	7%	-1%	1%	-2%[10 µM]	0%	12%[46 µM]
CN1C(=O)C(=Cc2ccc(N3CCCCCC3)o2)C(=O)N(C)C1=S	-24%	8%[38.3 µM]	-13%	20%	-35%	-5%	8%
CCCCCCCCCC(=O)O[C@H]1CC[C@H]2[C@@H]3CCC4=CC(=O)CC[C@@H]4[C@H]3CC[C@]12C	8%	-3%	4%[39.9 µM]	.	?	2%	?
N[C@@H](Cc1c[nH]c2ccccc12)c1nnc(SCc2c(F)cccc2Cl)o1	-5%	-11%[38.3 µM]	-4%	-6%	-17%	-2%	-5%
CC(C)[C@@]1(NC(=O)[C@H]2CC3c4cccc5[nH]cc(c45)C[C@H]3N(C)C2)O[C@@]2(O)C3CCCN3C(=O)[C@@H](Cc3ccccc3)N2C1=O (stereo not given in full)	-9%	4%&5%	.	0%&-4%	-44%&-186%[inhibitor]	-30%	?
CSc1ccc2c(c1)c(CCN)c(C)n2Cc1ccccc1Cl	.	-4%	0%[7.66 µM]	2%[9.22 µM]	-14%[10 µM]	.	.
COc1ccc2c(c1)c(C(=O)CN1CCC3(CC1)OCCO3)c(C)n2Cc1ccccc1	?	3%[38.3 µM]	-1%	-22%	-9%	0%	13%
c1cnc(N2CC3(CCNCC3)C2)nc1	.	2%	-3%	2%	3%	.	.
Cc1occc1C(=O)N1CCC2(CC1)OCCO2	-20%	0%	-2%	8%	1%[10 µM]	3%	-1%
CCCC(=O)c1cc(CP(=O)(OCC)OCC)oc1C	8%[9.22 µM]	.	.	.	27%[10 µM]	5%	.
COc1ccccc1NC1(C#N)CCCCC1	21%	9%	-1%	14%	-5%	-1%	-22%[46 µM]
CC1=C(O)C(=O)[C@H]2O[C@@H]2C1=O	.	40%[activator]	-2%	.	-80%[inhibitor]	8%[21.7 µM]	.
CC(=O)C1C2c3ccccc3OC1(C)N=c1s/c(=C/c3cn(C)nc3C)c(=O)n12 (stereo not given)	25%	7%[38.3 µM]	0%	?	18%	-4%	5%
Cc1ccc2c(c1)C1CN(C)CCC1N2C(=S)Nc1cccnc1 (stereo not given)	-9%	13%	3%	4%	?	6%	.
O=Cc1cn(Cc2ccc(F)cc2)c2ccccc12	?	9%	-4%	-58%[inhibitor]	-30%	-1%	17%[46 µM]
c1ccc(CN2CC[C@@]3(CCCNC3)C2)cc1	.	6%	-2%	-20%	8%	.	.
CC(=O)c1ccc2c(c1)C1C(Cl)C(Sc3ccccc3[N+](=O)[O-])CC1C(C(=O)O)N2 (stereo not given)	3%	37%[activator]	-1%	-13%	-5%[10 µM]	?	?

Some entries already given, limited to LMNA splice mod, HttQ103 aggreg and HTT ATP protect.
SMILES	LMNA splice mod	HttQ103 aggreg	HTT ATP protect
O=Cc1cn(Cc2ccc(F)cc2)c2ccccc12	17%[46 µM]	?	-30%
CC(C)[C@@]1(NC(=O)[C@H]2CC3c4cccc5[nH]cc(c45)C[C@H]3N(C)C2)O[C@@]2(O)C3CCCN3C(=O)[C@@H](Cc3ccccc3)N2C1=O (stereo not given in full)	?	-9%	-44%&-186%[inhibitor]
CCCCCCCCCC(=O)O[C@H]1CC[C@H]2[C@@H]3CCC4=CC(=O)CC[C@@H]4[C@H]3CC[C@]12C	?	8%	?
C/C(CCc1c[nH]c2ccccc12)=N\O	6%	6%	-30%[0.074 µM]
CC(=O)C1C2c3ccccc3OC1(C)N=c1s/c(=C/c3cn(C)nc3C)c(=O)n12 (stereo not given)	5%	25%	18%
COc1ccccc1NC1(C#N)CCCCC1	-22%[46 µM]	21%	-5%
COc1ccccc1N1C(=O)NC(=O)C2(Cc3cc(C)ccc3N(C)C2)C1=O (stereo not given)	?	15%	-4%
